KLK5 inh: human KLK5 protease inhibitors, primary screen, biochemical, 1536-well; Kallikrein-5 (Homo sapiens), Q9Y337; recombinant hK5, fluorogenic AMC substrate cleavage; inhibition, % at 5 µM; actives 0.59% (n = 210,000); AID 873, 2007;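 active = inhibition of 40% or more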;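 also: 0% = enzyme controls without compound and 100% = no-enzyme blanks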
FXIIa inh: human FXIIa protease inhibitors, primary screen, biochemical, 1536-well | actives 0.3% (n = 220,000) | Coagulation factor XII (Homo sapiens), P00748 | inhibition, % at 5 µM | purified FXIIa, Boc-QGR-AMC fluorogenic substrate, 2 h | AID 800, 2007; in the data active = inhibition above about 40%;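 also: 0% = enzyme with no compound and 100% = blank without enzyme; many of its hits are not listed in these tables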
Target sequence (P00748 20-372 limits assumed): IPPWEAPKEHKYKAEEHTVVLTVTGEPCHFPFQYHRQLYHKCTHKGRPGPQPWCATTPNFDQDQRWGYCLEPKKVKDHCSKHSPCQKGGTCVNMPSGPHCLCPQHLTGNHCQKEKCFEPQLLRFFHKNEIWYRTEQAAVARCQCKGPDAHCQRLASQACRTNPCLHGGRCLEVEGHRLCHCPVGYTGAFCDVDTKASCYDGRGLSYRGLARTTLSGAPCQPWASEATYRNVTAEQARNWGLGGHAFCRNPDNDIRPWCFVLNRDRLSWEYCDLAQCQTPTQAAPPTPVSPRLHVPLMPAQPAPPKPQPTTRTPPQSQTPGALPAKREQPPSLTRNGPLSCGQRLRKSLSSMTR
Target sequence (P00748 373-615 limits assumed): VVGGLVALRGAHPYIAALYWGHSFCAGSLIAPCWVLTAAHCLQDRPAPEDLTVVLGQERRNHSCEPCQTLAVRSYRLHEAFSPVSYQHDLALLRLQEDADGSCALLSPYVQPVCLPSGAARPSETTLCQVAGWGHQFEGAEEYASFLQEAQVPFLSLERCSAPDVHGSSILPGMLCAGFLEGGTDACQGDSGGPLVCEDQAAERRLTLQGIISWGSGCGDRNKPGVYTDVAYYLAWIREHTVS
L929 necroptosis: inhibitors of zVAD-triggered necroptosis, primary screen, L929 cells | L929 zVAD necroptosis rescue, ATP luminescence, 24 h; with zVAD 60 µM | viability rescue, % at 10 µM | actives 0.38% (n = 220,000) | AID 1377, 2008;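 active = activation, scaled between plate controls, above about 75%, limit read from the data; inactive = activation under that limit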;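 also: 0% = zVAD with DMSO and 100% = DMSO alone without zVAD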
FXIa inh 1536: human FXIa protease inhibitors, primary screen, biochemical, 1536-well | Coagulation factor XI (Homo sapiens), P03951 | purified FXIa, Boc-Glu-Ala-Arg-AMC fluorogenic substrate | inhibition, % at 5 µM | actives 0.14% (n = 220,000);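 active = inhibition of at least 40%; inactive = inhibition below 40%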;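 also: fluorescence of freed AMC excited at 355 nm; 0% = enzyme without compound and 100% = no enzyme blank; many of its hits are not listed in these tables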
thrombin 1536: human alpha-thrombin inhibitors, primary screen, counter-screen for coagulation protease inhibitor project, biochemical, 1536-well, fluorogenic AMC substrate. Prothrombin (Homo sapiens), P00734. inhibition, % at 5 µM. Boc-VPR-AMC fluorogenic substrate cleavage. AID 1046, 2008. actives 0.26% (n = 220,000);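 active = inhibition at or above 40%; inactive = inhibition below 40%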;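 also: 0% = enzyme with no compound and 100% = wells without enzyme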
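Assay system: human alpha-thrombin enzyme. Reagent: Boc-VPR-AMC substrate, 15 µM final. Compound dosing: one concentration per compound, 5 µM, with 0.2% DMSO. Incubation: room-temperature reaction. Technique: AMC fluorescence, 355/460 nm. Measure: % inhibition relative to enzyme controls and enzyme-free blanks.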
Rad51 HR inh: human RAD51 strand exchange inhibitors, primary screen, biochemical, fluorescence; hRad51 DNA strand exchange, fluorescence dequenching; inhibition, % at 10 µM; actives 0.085% (n = 200,000); AID 1385, 2008;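 active = inhibition above 40% at the single screening dose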;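 also: 0% = DMSO control wells and 100% = blanks with heterologous ssDNA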
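System: hRad51 filaments on single-stranded DNA; reagent: Fluorescein- and BHQ1-tagged 47-mer duplex; compound dosing: one concentration, 10 µM final; timing: filaments 15 min 37 °C, then compound 30 min; measured by: fluorescein emission 520 nm, excitation 485 nm; benchmarks: per-plate controls and blanks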
Hck Nef HTS: inhibitors of Nef-activated human Hck kinase, primary screen, biochemical, Z-Lyte FRET, 384-well, Hck-YEEI | Tyrosine-protein kinase HCK (Homo sapiens), P08631 | Recombinant Hck-YEEI plus Nef, Z-Lyte FRET kinase assay | inhibition, % at 20 µM | actives 0.68% (n = 220,000) | AID 463187, 2010;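 active = Hck-Nef kinase inhibition above about 50%, limit read from the data; inactive = inhibition below that limit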;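 also: 0% = DMSO with Hck plus Nef and 100% = Hck alone without Nef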
TNF necrop inh: inhibitors of TNF-alpha triggered necroptosis, primary screen, cell-based, Jurkat FADD-/-, single concentration; Jurkat FADD-/- TNF necroptosis rescue, ATP luminescence, 24 h; 0 = TNF only, 100 = no-TNF cells; activation (protection from cell death), % at 10 µM; actives 0.068% (n = 220,000); AID 463075, 2010;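 active = activation, meaning protection from cell death, of at least 50% relative to plate controls; inactive = activation below 50%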;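 also: necroptosis triggered by 40 ng/mL TNF-alpha added together with compound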
KCC2 mod: KCC2 cotransporter modulators, thallium flux, primary screen, cell-based, HEK293 KCC2, FluoZin-2 fluorescence, MLSMR. KCC2 cells, thallium flux FluoZin-2 fluorescence. Solute carrier family 12 member 5 (Homo sapiens), Q9H2X9. actives 2.2% (n = 190,000). B-score of Tl+ flux slope (higher = more flux/activation; lower = inhibition) at 10 µM;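 active = thallium flux slope and its plate-corrected score both differing from the plate sample mean at a set confidence after two filtering rounds, in either direction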;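 also: slope of fluorescence scaled to starting intensity during 10 to 20 s after thallium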
Active calls of the source: *; · = no result given. These rows are one share of the data; the hit share may differ from the screen's.

SMILES	KLK5 inh	FXIIa inh	L929 necroptosis	FXIa inh 1536	thrombin 1536	Rad51 HR inh	Hck Nef HTS	TNF necrop inh	KCC2 mod
COc1ccc2c(c1)NC(=O)CC(c1ccccc1)=N2	5	9	-0.1	0	1	4	2	-0.9	·
N#Cc1c(-c2cccc(Br)c2)cc(-c2cccnc2)nc1N	-32	-8	0.1	-3	-7	·	23	-3.5	-0.68
COc1ccc(NC(=O)N2CCCC(c3nc(-c4ccc(F)cc4)no3)C2)cc1 (stereo unspecified)	-4	9	0.3	0	1	32	4	1.0	-0.23
CCC(C(=O)NCc1ccco1)N(C(=O)CNS(=O)(=O)c1ccccc1)C1CCCCC1 (stereo unspecified)	-14	-5	-0.6	0	-3	-3	2	-1.4	-0.57
COc1ccc(Nc2nc(N3CCCCC3)nc3ccccc23)c(OC)c1	8	15	0.6	5	2	7	14	5.2	-1.5
O=C(OCC(=O)N1CCOCC1)c1cccc(S(=O)(=O)N2CCCc3ccccc32)c1	5	7	1.1	8	0	·	10	-0.4	-0.018
CC(=O)Oc1ccc(/C=N/NC(=O)CCSc2ccccc2)cc1	-4	3	-1.8	-4	-9	2	26	0.8	-0.37
CCOC(=O)N1CCN(C(=O)C2CCN(C(=O)c3cc4sccc4n3CC)CC2)CC1	-3	-9	1.5	6	4	6	-3	-0.5	0.74
Cc1cc(C)cc(NS(=O)(=O)c2ccc(NC(=S)Nc3ccccc3)cc2)c1	-13	9	0.9	-1	-9	6	11	3.7	0.027
O=C(c1cccs1)n1cc(C(=S)N2CCOCC2)c2ccccc21	3	11	-0.4	0	4	-3	2	-1.4	-0.44
COc1ccc(OC(=O)Nc2ccccc2)cc1	-6	-1	0.8	-7	-6	-11	-26	1.5	0.32
Cc1ccc(OCCN2C(=O)NC3(CCc4ccccc4C3)C2=O)cc1 (stereo unspecified)	-10	-3	0.5	-2	-10	7	1	2.0	-0.24
CCCCC1C(C#N)=C(C)NC2=C1C(=O)CC(C)(C)C2 (stereo unspecified)	-58	6	-1.3	-8	2	12	25	-0.6	0.043
COc1cccc(C(=O)c2ncc(C(F)(F)F)cc2Cl)c1	-5	2	0.2	-3	-7	-3	23	-0.4	-1.2
COc1ccc(-c2oc3ccccc3c(=O)c2OC(=O)c2ccc(C)cc2)cc1	-30	22	0.9	16	0	-4	-2	-10	0.97
O=C(/C=C/c1ccccc1)N/C(=C/c1ccccc1)C(=O)NCCCO	-4	2	0.1	3	-5	-8	-4	1.5	0.82
CCN(CC)S(=O)(=O)c1ccc(N2CCCC2)c(C(=O)OCC(=O)Nc2cc(C)on2)c1	-2	3	-1.2	-3	-3	-11	15	4.5	0.04
Cc1ccc(OC(=O)c2cccc([N+](=O)[O-])c2)c(-n2nc3ccccc3n2)c1	-9	7	-0.4	7	-4	3	8	-1.5	-0.0094
C=CCOc1c(Br)cc(CNc2ccc(NC(=O)C(C)C)c(OC)c2)cc1OC	-6	31	0.4	13	1	-4	-1	-7.9	0.42
Cc1ccn2c(CNCCn3cccn3)c(C(=O)N3CCCCCC3)nc2c1	6	0	0.6	-3	-6	·	1	1.0	0.19
CC(C)C(=O)NC(=S)Nc1ccc(S(=O)(=O)N2CCN(C)CC2)cc1	-13	6	0.2	5	-11	2	4	1.3	0.063
CCOC(=O)c1[nH]c(C)c(C(=O)OCC(=O)N2c3ccccc3CC2C)c1C (stereo unspecified)	-23	5	0.3	-1	-1	-8	-1	0.9	-1.5
CCOC(=O)c1c(C)oc2cc(Br)c(OCC(N)=O)cc12	-2	16	-0.4	8	2	-8	7	-2.3	0.29
CCCc1cc(C(=O)Nc2cccnc2)no1	-17	7	0.1	4	-5	5	16	0.3	-0.24
CCOC(=O)c1ccc(Oc2nc(N(C)C)nc(N(C)C)n2)cc1	-8	10	-0.1	3	-2	6	-2	-0.9	·
Carrying on:
SMILES	KLK5 inh	FXIIa inh	L929 necroptosis	FXIa inh 1536	thrombin 1536	Rad51 HR inh	Hck Nef HTS	TNF necrop inh	KCC2 mod
Cc1ccc(NC(=O)Cn2cncc2-c2ccc([N+](=O)[O-])cc2)cc1C	1	12	1.2	-2	0	·	3	-1.9	-0.085
Cc1nn(-c2ccccc2)nc1C(=O)Nc1nnc(C(F)(F)F)s1	-6	7	2.3	5	-2	11	8	1.2	24*
O=C(C1=C[C@H](c2ccc(C(F)(F)F)cc2)C[C@H](OCCCCO)O1)N1CCN(Cc2ccc3c(c2)OCO3)CC1	2	3	0.1	0	-4	6	1	0.0	0.94
Cc1ccccc1NC(=O)C1CCCN1S(=O)(=O)c1ccc2c(c1)n(C)c(=O)c(=O)n2C (stereo unspecified)	-18	5	·	-4	-2	·	-2	-0.6	-0.0048
O=C(NN1C(=O)c2ccccc2NC1c1ccc([N+](=O)[O-])o1)c1ccc(Br)cc1 (stereo unspecified)	-16	7	4.7	-3	3	29	9	-4.0	-1.4
Cc1cccc(Oc2ccc(NC(=O)c3ccccc3C(=O)O)cc2)c1C	-1	2	1.3	-3	-3	-1	-2	0.7	-0.69
COc1ccc(-c2cc(C(F)(F)F)n3ncc(C(=O)Nc4c(C)n(C)n(-c5ccccc5)c4=O)c3n2)cc1	3	6	2.7	-6	-1	15	26	-0.6	·
COc1ccc(C(CC(=O)c2ccccc2)S(=O)(=O)c2ccccc2)cc1 (stereo unspecified)	11	11	-0.4	5	-3	-6	-1	2.4	0.058
CCOc1ccc(/C=N/Nc2ccccn2)cc1OC	-2	·	80*	-2	-2	-7	0	23	-0.78
CSc1ccccc1OC1CCN(Cc2ccccc2)CC1	-16	7	0.2	8	-8	-8	8	2.3	-2.3
Cc1ccc(S(=O)(=O)c2nc(-c3ccccc3)oc2NCc2cccnc2)cc1	-6	17	0.5	8	5	-2	1	-3.1	-1.4
Cc1cccc(C)c1OCc1nnc(SCC(=O)NCCc2ccccc2)o1	-6	21	-0.2	10	4	-2	0	-0.4	-2.6
Cc1ccnc(NC(=O)CN(C)S(=O)(=O)c2cccc3nsnc23)c1	-9	15	1.3	0	3	-3	0	0.1	·
CSc1cccc(CN2CCCC(CNC(=O)c3ccc(F)cc3)C2)c1 (stereo unspecified)	·	12	0.8	0	-3	-1	2	2.2	-0.31
CC(C)Oc1ccc(N2CC(C(=O)OCC(=O)NCc3ccccc3)CC2=O)cc1 (stereo unspecified)	16	3	0.0	1	-1	-3	-1	-2.1	-0.91
CCCCCCCCC(=O)N/N=C(\C)c1ccco1	-8	10	0.0	2	-1	10	-12	1.3	-0.1
COc1ccc(NC(=O)COC(=O)c2ccco2)c([N+](=O)[O-])c1	-5	5	-1.1	-7	-13	-6	14	0.1	1.3
Cc1cc(C(=O)N2CCCC(CNS(=O)(=O)c3cccs3)C2)nn1C (stereo unspecified)	-6	4	4.8	-5	2	7	10	1.0	0.53
CC(=O)Nc1ccc2nc(NC(=O)COc3ccc([N+](=O)[O-])cc3)sc2c1	4	7	54	-1	-2	4	21	1.5	0.72

Bioassay records (PubChem)
